Compound activity deposited in PubChem by National Center for Advancing Translational Sciences (NCATS).
TRHR PAM: qHTS for Small Molecule Agonists and Allosteric Enhancers of Human TRH Receptor: Primary Screen for Enhancers; Thyrotropin-releasing hormone receptor (Homo sapiens), P34981; TRHR cells, fluo-8 calcium fluorescence, EC20 TRH enhancement; enhancement, % at 2 µM; 360,000 tested, 0.66% active; in the data active = enhancement above about 30%; also: 0% is about no effect
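TRHR-expressing cells loaded with fluo-8 calcium dye were read kinetically (ex 480/em 530) during compound addition, then stimulated with an EC20 of TRH (10 nM final). Enhancement of the Gq-mediated intracellular calcium response was scored.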
D2 potentiator: HTS Assay for Positive Allosteric Modulators of the Human D2 Dopamine Receptor: Primary Screen for Potentiators; potentiation, % at 10 µM; 340,000 tested, 0.34% active; AID 485347, 2010; D(2) dopamine receptor (Homo sapiens), P14416; HEK293 T-REx D2, calcium flux, EC20 dopamine potentiation;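 active = potentiation over 3 SD above the plate norm, cut at about 30% in these data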; also: 0% is about no effect
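Potentiation of an EC20 dopamine calcium response is measured in a force-coupled, tetracycline-inducible Hek293 Trex D2 line. Compound-only kinetic reads over 180 s flag agonists before dopamine addition.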
D1 antag: Antagonist of Human D 1 Dopamine Receptor: qHTS. D(1A) dopamine receptor (Homo sapiens), P21728. HEK293 TREx D1 cells, calcium flux, dopamine EC80; active compounds read low. activity change, negative = inhibition, % at 10 µM. 360,000 tested, 3.2% active. AID 504652, 2011; in the data active = activity change below about -30%; also: % is scaled to controls: 0 for no effect and ±100 for the full control effect
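HEK293 T-REx cells expressing inducible, force-coupled D1 receptor; no-wash Ca dye, 30–90 min RT. Cmpd → 180 s read at 1 Hz → EC80 DA → 180 s read.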
D1 agonist: Allosteric Agonists of the Human D1 Dopamine Receptor: qHTS; HEK293 T-REx D1 cells, calcium flux, agonist mode; 360,000 tested, 1% active; activation, % at 2 µM; D(1A) dopamine receptor (Homo sapiens), P21728; in the data active = activation above about 30%; also: 0% is about no effect
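Agonism was scored from calcium flux recorded over 180 s (1 read/s) after pintool compound addition, following a 10-cycle baseline. Cells were inducible force-coupled HEK293 TREx D1, plated overnight at 30 C and loaded with no-wash calcium dye.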
RXFP1 agonist: qHTS Assay for Agonists of the Relaxin Receptor RXFP1; Potency, µM (doses to about 57.5 µM), for inactives: top-dose activation, hits mostly activators; 370,000 tested, 0.3% active; Relaxin receptor 1 (Homo sapiens), Q9HBX9; HEK293T-RXFP1 cAMP TR-FRET, 30 min; response scale: percent of porcine relaxin response, buffer zero; active = well fitted activation curve with a large enough effect; inconclusive = small, poorly fitted or top-dose-only effect; also: potency is read from the fitted curve at half-maximal effect; % is scaled to controls: 0 for no effect and ±100 for the full control effect; nearly all actives have a fitted effect of over 60% in size; many of its hits are not listed in these tables
Target sequence (Q9HBX9 whole entry, looked up): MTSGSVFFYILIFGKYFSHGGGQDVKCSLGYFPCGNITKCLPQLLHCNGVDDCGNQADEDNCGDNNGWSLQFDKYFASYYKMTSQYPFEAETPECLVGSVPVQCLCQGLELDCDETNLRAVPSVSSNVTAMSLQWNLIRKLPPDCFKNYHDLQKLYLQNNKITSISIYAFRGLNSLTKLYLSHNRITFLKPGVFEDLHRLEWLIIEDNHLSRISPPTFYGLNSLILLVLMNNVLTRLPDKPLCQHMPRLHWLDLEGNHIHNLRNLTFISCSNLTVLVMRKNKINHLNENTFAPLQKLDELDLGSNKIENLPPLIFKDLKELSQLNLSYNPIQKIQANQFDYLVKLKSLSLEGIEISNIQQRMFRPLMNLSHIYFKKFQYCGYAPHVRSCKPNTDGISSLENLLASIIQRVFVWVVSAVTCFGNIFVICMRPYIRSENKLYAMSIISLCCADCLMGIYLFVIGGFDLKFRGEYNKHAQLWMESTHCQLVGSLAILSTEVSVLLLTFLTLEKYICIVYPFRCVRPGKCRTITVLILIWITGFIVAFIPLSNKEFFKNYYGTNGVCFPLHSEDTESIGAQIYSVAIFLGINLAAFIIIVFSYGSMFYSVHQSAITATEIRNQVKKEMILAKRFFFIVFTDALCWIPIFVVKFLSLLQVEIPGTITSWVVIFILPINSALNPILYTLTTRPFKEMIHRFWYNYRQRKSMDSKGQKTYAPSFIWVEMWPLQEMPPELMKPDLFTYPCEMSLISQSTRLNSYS
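cAMP rise read by TR-FRET after 30 min, 37C compound exposure (up to 58 uM) in RXFP1-transfected HEK293 cells with Ro 20174 present. EC50 from Hill-equation fits, with 29 nM porcine relaxin as 100% and buffer as basal.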
D2 agonist: HTS Assay for Allosteric Agonists of the Human D2 Dopamine Receptor: Primary Screen for Agonists. D(2) dopamine receptor (Homo sapiens), P14416. HEK293 T-REx D2 cells, calcium flux agonist mode. activation, % at 2 µM. 340,000 tested, 0.53% active. AID 485358, 2010;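 active = activation over 3 SD above normal in the single-dose calcium agonist read, cut at about 30% in these data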; also: 0% is about no effect
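In this primary screen, compounds producing a positive calcium signal within 180 s of addition to tetracycline-induced, force-coupled HEK293 Trex D2 cells are flagged; cells are dye-loaded with a no-wash calcium kit beforehand.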
RXFP1 antag: qHTS Assay for Antagonists of the Relaxin Receptor RXFP1. 350,000 tested, 0.59% active. HEK293-RXFP1, relaxin-stimulated cAMP HTRF, 30 min; active compounds read low. activity change, negative = inhibition, % at 57.5 µM. Relaxin receptor 1 (Homo sapiens), Q9HBX9;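 active = activity change of -60% or lower, but not beyond a set lower limit; inconclusive = change between -60% and -40%, or beyond the set limit; inactive = change above -40%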; also: % is scaled to controls: 0 for no effect and ±100 for the full control effect
D2 antag: HTS Assay for Allosteric Antagonists of the Human D2 Dopamine Receptor: Primary Screen for Antagonists; 340,000 tested, 2% active; inhibition, % at 10 µM; HEK293 TREx D2 cells, calcium flux, dopamine EC80; D(2) dopamine receptor (Homo sapiens), P14416; in the data active = inhibition above about 30%; also: 0% is about no effect
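Read-out: kinetic calcium fluorescence (1 cycle/s) in inducible HEK293 T-REx D2 cells after an EC80 dopamine addition that followed 180 s compound preincubation. Loss of the dopamine response indicates antagonism.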
D1 PAM: Potentiators of Human D1 Dopamine Receptor: qHTS; potentiation, % at 10 µM; 360,000 tested, 0.036% active; HEK293 TREx D1 cells, calcium flux, dopamine EC20 potentiation; in the data active = potentiation above about 30%; also: 0% is about no effect
* = called active by the depositor; ? = inconclusive; / = not tested or not shown. Only part of the results is shown; count on the stated rates, not on these rows.

SMILES	TRHR PAM	D2 potentiator	D1 antag	D1 agonist	RXFP1 agonist	D2 agonist	RXFP1 antag	D2 antag	D1 PAM
O=C(c1ccco1)N1N=C(c2ccc(Cl)cc2)CC1(O)C(F)(F)F (stereo not given)	7	11	-23	2	0.2%	4.4	-13	-8	-9
CC(=O)c1ccc(NC(=O)CN2CCN(S(=O)(=O)c3ccc4ccccc4c3)CC2)cc1	2	10	-35*	35*	-1.2%	2.5	4	6	/
O=C(CCc1nnc(Cc2ccc(-c3ccccc3)cc2)o1)NCCc1cccnc1	-7	-4	-3	4	-1.3%	1.4	-1	2	-6
O=c1c2cc(Cl)ccc2[nH]c(=S)n1Cc1ccco1	2	/	-9	1	0.2%	0.9	-14	8	-4
COc1ccc(-c2c(C(F)(F)F)oc3c(CN4CCN(C)CC4)c(O)ccc3c2=O)cc1	-2	4	-8	-2	1.1%	0.3	-8	4	0
NC(=NC(=O)c1ccc(OCC(F)(F)F)nc1)c1ccc(Cl)cc1	8	9	-12	1	1.1%	1.2	-25	2	6
CCCC(Oc1ccc(Br)cc1)c1nc2c3cc(OC)c(OC)cc3nc(=S)n2[nH]1 (stereo not given)	1	-2	-21	5	1.9%	-0.7	-4	5	-3
NC(=O)NC(=O)CSc1nnc(-c2ccco2)n1Cc1ccccc1	-4	22	3	1	2.1%	0.9	1	7	1
COc1cc2c(cc1OC)C(C)N(C(=O)Cc1ccc(C(F)(F)F)cc1)CC2 (stereo not given)	-3	2	-7	5	4.8%	-0.1	-3	1	-1
O=C(c1ccc(S(=O)(=O)Nc2ccccc2F)cc1)N1CCC1	7	1	-3	2	?	0.5	9	14	-5
CCOc1ccc(CCNC(=O)CCc2nnc3ccc(N4CCCC4)nn23)cc1OCC	2	-15	-4	0	8.2%	0.0	/	7	1
CCCNC(=O)C(Cc1cccc(OC)c1)NC(=O)c1ccc(C(C)(C)C)cc1 (stereo not given)	8	-11	/	2	0.7%	-0.9	/	-13	-1
COc1ccc(-c2c(C)n([O-])c(C)c(C)[n+]2=O)cc1	2	-5	0	1	1.3%	0.1	2	1	-2
Cc1ccc(Nc2c(N)c(=O)oc3ccccc23)cc1	-6	-1	-1	2	0.6%	-0.1	-1	-4	1
CCN(CC)S(=O)(=O)c1ccc(N=N/C(C(C)=O)=C(/C)O)cc1	-1	6	-4	1	-0.2%	0.3	1	-2	4
CCOCCCn1c(SCC(=O)Nc2ccc(C)cc2)nc2ccccc2c1=O	-5	5	0	-1	0.2%	0.5	-4	/	2
Cc1ncc(CN2CCN(Cc3ccc(F)cc3)C(CCO)C2)s1 (stereo not given)	5	-2	-3	0	3.7%	0.4	2	16	1
CCn1c(=O)c([N+](=O)[O-])c(N2CCOCC2)c2ccccc21	2	12	-5	-2	-2.3%	0.7	13	14	4
O=C(NCC1CCN(c2ccc(S(=O)(=O)N3CCOCC3)cc2)CC1)Nc1ccccc1	-5	/	-3	3	-1.0%	/	-17	/	-4
CCc1ccc(N/C(=N/c2nc(C)cc(C)n2)NC(C)=O)cc1	-4	20	-5	0	-0.6%	-2.7	-2	6	1
Cc1c(Cl)cccc1NC(=O)CSc1ncc(S(=O)(=O)c2ccc(C(C)C)cc2)c(=O)[nH]1	-7	3	3	16	-1.7%	0.7	/	/	-4
Cc1ccc(Cl)cc1N1CCN(C(c2cccnc2)c2nnnn2C2CCCCC2)CC1 (stereo not given)	-2	-4	-4	0	0.9%	0.9	9	-12	-3
CC(C)(C)c1ccc(C(=O)N2CCC3(CC2)NCCc2[nH]cnc23)cc1	-8	-1	5	3	3.2%	0.4	4	13	-3
O=C(COc1cc(Cl)c(Cl)cc1Cl)NC(=O)NC1CCCC1	-8	-4	-1	2	0.0%	0.8	0	3	-5
O=c1cc(-c2ccccc2)n2c(SCc3ccc(Cl)cc3)nnc2[nH]1	-2	-7	/	0	-0.3%	0.8	6	/	-1

A draw from above in order of SMILES length, low to high:
SMILES	TRHR PAM	D2 potentiator	D1 antag	D1 agonist	RXFP1 agonist	D2 agonist	RXFP1 antag	D2 antag	D1 PAM
CCOCCCn1c(SCC(=O)Nc2ccc(C)cc2)nc2ccccc2c1=O	-5	5	0	-1	0.2%	0.5	-4	/	2
O=C(c1ccco1)N1N=C(c2ccc(Cl)cc2)CC1(O)C(F)(F)F (stereo not given)	7	11	-23	2	0.2%	4.4	-13	-8	-9
O=C(CCc1nnc(Cc2ccc(-c3ccccc3)cc2)o1)NCCc1cccnc1	-7	-4	-3	4	-1.3%	1.4	-1	2	-6

Carrying on.
SMILES	TRHR PAM	D2 potentiator	D1 antag	D1 agonist	RXFP1 agonist	D2 agonist	RXFP1 antag	D2 antag	D1 PAM
Cc1ccc(C)c(C2=CSC3=NCCN23)c1	68*	9	-15	7	0.2%	0.1	-7	-16	-8
O=C1/C(=C\c2ccco2)CCC/C1=C\c1ccco1	-8	-2	13	4	-0.1%	2.8	-16	-4	13
O=C1CN(c2nc(-c3cccnc3)nc3scc(-c4ccccc4)c23)CCN1	5	3	23	-3	8.6%	0.0	-9	26	-4
C/C=C(/C)C(=O)Nc1cccc(C2=NOC3(C2)C[C@H](C(N)=O)N(C(=O)c2ccc(Cl)cc2)C3)c1 (stereo not given in full)	-6	3	-11	8	-2.5%	-0.4	/	-7	0
COC(=O)C1Cc2ccccc2CN1C(=O)CCl (stereo not given)	4	-12	0	5	2.5%	0.3	2	2	-2
COC(=O)C1(C(=O)OC)Sc2ccccc2C1=O	19	18	11	2	1.4%	0.1	5	-17	2
O=c1oc2ccccc2cc1-c1nc2ccccc2o1	8	9	-4	1	7.1%	0.2	2	-14	-10
Cc1ccc(NC(=O)c2c(NC(=O)c3ccccc3)sc3c2CCC3)cc1	-7	-7	-11	-2	-0.8%	0.7	-7	/	0
COC(=O)Cn1c(C)nc2c(sc3nc(C)cc(C)c32)c1=O	12	/	-3	1	2.8%	-1.0	-1	-9	-2
Cc1nc([N+](=O)[O-])cn1C(C)C	-7	-3	1	11	0.6%	-0.9	-7	6	0
OC(COCc1cccs1)CN1CCN(c2ccccc2Cl)CC1 (stereo not given)	0	-24	-4	4	-0.4%	/	-1	/	-6
CCOC(=O)c1ccc(Nc2nc3ccc(C(=O)c4ccccc4)cc3n3c(C)nnc23)cc1	0	-5	-12	4	0.3%	0.5	-4	/	0
COc1ccc(N(CCOc2ccccc2)S(=O)(=O)c2ccccc2)cc1	-4	-7	1	8	-0.8%	1.8	6	-12	6
COc1cccc(/C=C/C(=O)Nc2ccc3[nH]c(=O)[nH]c3c2)c1	3	-5	-2	1	-0.4%	0.0	2	4	-4
COc1ccc(-c2nnn(CC(=O)N(CC(=O)NC3CCCC3)c3ccccc3)n2)cc1OC	3	10	4	2	1.0%	0.1	-20	-11	7
COC(=O)c1ccc(CSc2nnc(NC(=O)C3CC(=O)N(c4ccc5c(c4)OCCO5)C3)s2)cc1 (stereo not given)	-2	-7	3	3	1.3%	1.5	-6	-1	-4
COc1ccc(CCNC(=O)C(=O)NCC2OCCN2S(=O)(=O)c2ccc(OC)c(OC)c2)cc1 (stereo not given)	5	7	-4	4	2.8%	1.7	2	-14	-2
CCOC(=O)/C=C/C(=O)Nc1ccc(S(=O)(=O)N2CCCCCC2)cc1	-10	13	-4	6	5.1%	0.2	3	31*	-7
Cc1cccc(NS(=O)(=O)c2ccc(-c3cnc(C4CC4)o3)cc2)c1	-6	3	-45*	7	0.4%	1.1	4	3	-9
CN(C(=O)C1CCCO1)c1nnc(-c2ccccn2)s1 (stereo not given)	12	1	-3	4	-0.6%	-1.1	-7	1	2
CC(C)n1c(Oc2ccc(F)cc2)nc2c1c(=O)n(C)c(=O)n2C	1	14	4	1	-1.5%	0.2	-11	4	1
COCCNC(=O)C(c1ccc(C)o1)N(Cc1cccs1)C(=O)c1snc(C(N)=O)c1N (stereo not given)	3	/	7	1	1.1%	1.0	-32	5	-2
O=C(CSc1ccccc1)NCC(c1ccco1)N1CCCCC1 (stereo not given)	-2	-14	4	2	0.7%	0.0	-5	-32	3
c1ccc2c(NCC3CCCO3)nc(N3CCOCC3)nc2c1 (stereo not given)	-2	-3	3	2	2.5%	-2.4	0	2	0
CCCCCC(=O)Nc1ccc(Cc2ccncc2)cc1	-5	-5	0	0	0.3%	-0.8	-1	19	-15
More records
SMILES	TRHR PAM	D2 potentiator	D1 antag	D1 agonist	RXFP1 agonist	D2 agonist	RXFP1 antag	D2 antag	D1 PAM
CC(C)C(=O)Nc1cccc(NC(=O)c2cccc(F)c2)c1	8	/	5	0	3.1%	/	-5	/	-3
S=c1[nH]cnc2sc(Nc3ccccc3)nc12	3	2	-7	2	14%	0.1	-16	-19	-8
Cc1ccc(-n2cccn2)c(CN2CCCC(C(=O)c3ccc4c(c3)OCO4)C2)c1 (stereo not given)	-4	-14	-1	3	-2.3%	0.8	-3	18	-5
COCCOC(=O)c1nccnc1C(=O)Nc1ccc(S(=O)(=O)N2CCOCC2)cc1	-2	-12	-16	2	0.8%	-0.4	6	2	6
Cc1ccccc1OCC(=O)Nc1ccccc1C(=O)N1CCCCC1	-2	/	-7	2	-0.6%	/	-2	/	-4
CCOc1ccc(NC(=O)C2CCN(S(=O)(=O)c3c(C)noc3/C=C/c3ccco3)CC2)cc1	6	-1	0	4	4.0%	0.9	6	/	10
COc1cccc(NC(=O)C(C)NS(=O)(=O)c2ccc(Br)cc2)c1 (stereo not given)	8	7	-2	4	-1.3%	0.7	-1	8	-4
COc1cccc(C(=O)NC2=NC(c3ccccc3F)CC(=O)N2)c1 (stereo not given)	-3	18	-10	2	?	-0.2	3	/	-1
COc1cc(/C=C/C(=O)O)ccc1OS(=O)(=O)c1cc(Br)ccc1C	1	2	6	1	-1.7%	0.4	-11	10	-2
Cc1ccc(NC(=O)Cn2c(=O)n(CCC(=O)NCc3ccccc3Cl)c(=O)c3ccccc32)c(C)c1	-6	-10	5	-1	-2.8%	/	/	/	-1
Cc1ccc(NS(=O)(=O)c2ccc(C(=O)N3CC(C)OC(C)C3)cc2)cc1 (stereo not given)	-8	-9	0	1	3.0%	-0.4	2	-5	-4
O=C(CNc1ccc(Cl)cc1)c1ccc(Br)cc1	-6	-12	9	-1	-1.3%	-0.4	-26	7	-5
